MLLE-PAM2 inh = inhibitors of microRNA-mediated deadenylation, human PABP1 MLLE binding; GST-MLLE / FITC-PAM2 fluorescence polarization; inhibition, % at 20 µM; 360,000 compounds, 0.36% hits; AID 588489; in the data active = inhibition above about 35%, passing the limit was not always enough;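 also: plate controls were DMSO wells with GST-MLLE for no effect and wells lacking GST-MLLE protein for full effect; some results filed as inactive read as strong as hits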
Target sequence (P11940 whole entry, looked up): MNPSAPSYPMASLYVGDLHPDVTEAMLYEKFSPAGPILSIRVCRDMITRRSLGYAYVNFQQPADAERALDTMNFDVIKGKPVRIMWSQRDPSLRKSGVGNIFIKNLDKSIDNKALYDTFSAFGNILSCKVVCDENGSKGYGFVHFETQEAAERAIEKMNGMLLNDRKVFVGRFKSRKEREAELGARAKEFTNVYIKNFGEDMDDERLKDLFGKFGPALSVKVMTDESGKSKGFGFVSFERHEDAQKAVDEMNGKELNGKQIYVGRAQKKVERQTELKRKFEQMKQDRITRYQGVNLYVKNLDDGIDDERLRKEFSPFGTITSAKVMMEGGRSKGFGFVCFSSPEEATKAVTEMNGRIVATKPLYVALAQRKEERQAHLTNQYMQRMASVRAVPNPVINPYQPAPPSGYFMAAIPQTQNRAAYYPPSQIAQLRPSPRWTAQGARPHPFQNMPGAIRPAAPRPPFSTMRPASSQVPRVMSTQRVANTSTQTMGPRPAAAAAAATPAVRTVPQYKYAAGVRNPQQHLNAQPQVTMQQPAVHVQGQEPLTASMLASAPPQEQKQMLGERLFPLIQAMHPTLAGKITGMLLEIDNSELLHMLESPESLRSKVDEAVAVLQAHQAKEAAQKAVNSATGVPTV
MT1-MMP act inh = inhibitors of human MT1-MMP activation; HT1080 RFP-PRO-GFP cells, GFP/RFP ratio fluorescence, overnight; percent of plate control window, DMSO zero; P50281; AID 651647; 360,000 compounds, 0.061% hits; GFP/RFP ratio change, % at 20 µM;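 active = GFP/RFP ratio change of at least 30% with cell ATP level not reduced by more than half and red fluorescence within 50% of control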; also: strong numbers were not always called active
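Material – HT1080 RFP-PRO-GFP cells · Control set – DMSO wells and RFP-L50D-GFP cells · Incubation – overnight cell settling, then overnight compound exposure, 37 °C, 5% CO2 · Compound dosing – single-point 20 µM compound, 1% DMSO · Read-out – GFP/RFP fluorescence ratio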
TbMetRS inhib = blocks T. brucei methionyl-tRNA synthetase activity | purified T. brucei MetRS, ATP depletion, Kinase-Glo luminescence | inhibition, % at 11.9 µM | 360,000 compounds, 0.4% hits | AID 624268;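 active = inhibition above a per-plate cutoff of the control wells' mean inhibition plus 3 SD, cut at about 5.5% in these data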;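 also: 0% = DMSO wells median and 100% = median of wells with control inhibitor compound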
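Measured by: Kinase-Glo luciferase luminescence reporting remaining unconsumed ATP. Material: purified T. brucei MetRS enzyme. Doses: 11.9 µM compound single dose, 0.9% DMSO. Medium: HEPES buffer containing pyrophosphatase, BSA, spermine, DTT. Times: 15 min preincubation, 2 h reaction, all 25 °C. Reagent: methionine, ATP and bulk E. coli tRNA.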
MsrA act = activators of bovine methionine sulfoxide reductase A; purified bovine MsrA, absorbance read-out; activation, % at 10.6 µM; 360,000 compounds, 0.3% hits; AID 602163; in the data active = activation above about 7.5%;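 also: 0% = vehicle and 100% = reference activator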
SKN-1 block = blocks SKN-1 activity in C. elegans | C. elegans VP596 Pgst-4::GFP/RFP ratio, acrylamide-induced, 24 h | inhibition, % at 21.8 µM | 360,000 compounds, 0.49% hits;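 active = interference check ratio from 0.5 to 1.5 plus GFP to RFP signal ratio inhibition reaching or exceeding a fixed threshold, cut at about 30% in these data, passing the limit was not always enough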; also: some compounds called inactive have numbers as strong as hits
MsrA inhibitor = inhibitors of bovine MsrA. 360,000 compounds, 0.75% hits. purified bovine MsrA, absorbance read-out. inhibition, % at 15.5 µM; in the data active = inhibition above about 4.5%;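 also: 0% = vehicle wells with enzyme and 100% = reference inhibitor wells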
NRP1-CendR mod = modulators of CendR peptide binding to human neuropilin-1; inhibition, % at 25 µM; FAM-RPARPAR peptide binding to NRP-1, fluorescence polarization; 360,000 compounds, 0.85% hits; O14786; AID 602438;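 active = inhibition or corrected inhibition above about 18%, plus a signal ratio from 0.5 to 1.5, limit read from the data, passing the limit was not always enough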; also: strong numbers were not always called active
FAS TE block = FAS thioesterase (human) inhibition; P49327; recombinant FAS-TE, OMFH fluorogenic substrate, fluorescence endpoint; AID 602261; 360,000 compounds, 0.67% hits; inhibition, % at 15 µM;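 active = compounds whose normalised, plate-corrected inhibition of enzyme fluorescence in the single-dose primary screen is 50% or more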;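 also: 0% = DMSO with enzyme and 100% = substrate without enzyme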
E coli Lon inh = E. coli protease La inhibition; P0A9M0; purified E. coli Lon protease, fluorescence polarization; inhibition, % at 7.94 µM; 360,000 compounds, 0.42% hits; in the data active = inhibition above about 13%, passing the limit was not always enough;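 also: 0% = enzyme with probe and DMSO and 100% = no enzyme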
The depositor's hits bear a star; x = not tested or not shown; + = active, no number.

SMILES	MLLE-PAM2 inh	MT1-MMP act inh	TbMetRS inhib	MsrA act	SKN-1 block	MsrA inhibitor	NRP1-CendR mod	FAS TE block	E coli Lon inh
CC(=O)N1CCc2c(sc3c2c(=O)n(Cc2ccccc2)c(=O)n3CC(=O)NCC2CCCO2)C1 (stereo not given)	4	4	-0.4	-2	-9	-0.9	7	-7	-2
NC(=O)[C@@H]1CCCNc2c(F)cc([N+](=O)[O-])cc2C(=O)N[C@@H](CO)C(=O)NCC(=O)N1	3	3	0.1	-2	1	2.1	4	-8	4
CC(=O)Nc1ccc(S(=O)(=O)Nc2cccc(-c3nc4ccccc4o3)c2)cc1	-14	4	1.1	-6	-11	1.0	-15	15	-7
O=C(c1ccc(CSc2ccc(Cl)cc2)cc1)N1CCOCC1	-13	6	-0.8	-3	14	-1.6	0	4	2
Cn1c(SCCN2CCOCC2)nc2sc3c(c2c1=O)CCCC3	-27	2	-0.5	-2	-5	0.3	3	4	-3
COc1ccc(S(=O)(=O)N2CCC3(CC2)OCCN3S(=O)(=O)c2cccs2)cc1OC	4	-2	-0.5	-3	6	-0.3	13	9	12
Cc1c(Cl)cccc1NC(=S)N1CCC(C(N)=O)(N2CCCCC2)CC1	-61	1	0.1	0	1	-0.6	-1	0	-7
Cc1cccc(N(C(=O)CCC(=O)Nc2ccccn2)C(C(=O)NC(C)C)c2ccc(O)cc2)c1 (stereo not given)	-6	-5	-1.6	-10	-14	0.1	-11	-2	2
Cn1cc(CNCCN2CCCCC2=O)c(-c2cccc(Cl)c2)n1	5	0	-0.1	-3	2	0.0	-9	-3	-1
COC(=O)c1ccc(NC(=O)CSc2nnc(-c3ccncc3)n2N)cc1	-3	8	0.0	2	11	1.7	4	-4	-6
CCCC(=O)NCC(c1cccs1)S(=O)(=O)c1ccc(Cl)cc1 (stereo not given)	-4	2	0.6	-1	2	-0.2	2	-5	-17
C=CCn1c(=S)[nH]c2scc(-c3ccc(C)o3)c2c1=O	15	5	0.6	-12	7	3.0	-19	-2	-11
CCOC(=O)Nc1ccc2c(COC(=O)c3ccccc3O)cc(=O)oc2c1	-7	1	-0.3	-1	21	0.0	-7	0	10
COc1ccc(Cc2nc3ccc(C(=O)NCCc4ccccn4)cc3o2)cc1OC	-1	-1	-0.1	-2	3	-0.3	1	-10	-4
N#CCCN(CCC#N)C(=O)C1c2ccccc2Oc2ccccc21	168	-71	-0.8	-8	60	-0.8	107	-31	+
CC1(C)Cc2noc(N)c2C(C)(C)N1OC(=O)c1cccs1	7	1	0.2	-2	-9	1.3	-12	-2	-4
CN(Cc1cc(Cl)cc(Cl)c1O)Cc1c(O)ccc2ccccc12	6	4	0.0	-2	8	0.5	-5	27	-6
CCOc1ccc(S(=O)(=O)N2CCN(c3ccccn3)CC2)cc1	5	4	-0.8	0	15	1.0	6	27	1
CC(C)C(C)(C#N)NC(=O)CN1C(=O)NC2(CCCc3ccccc32)C1=O (stereo not given)	0	-1	-0.2	-3	4	0.7	6	-5	9
COc1ccc(CCNC(=O)COC(=O)Cc2cc(OC)c(OC)c(OC)c2)cc1	13	0	-0.9	-8	-3	1.4	-1	-9	4

3 consecutive entries from above, for reference:
SMILES	MLLE-PAM2 inh	MT1-MMP act inh	TbMetRS inhib	MsrA act	SKN-1 block	MsrA inhibitor	NRP1-CendR mod	FAS TE block	E coli Lon inh
CC(=O)N1CCc2c(sc3c2c(=O)n(Cc2ccccc2)c(=O)n3CC(=O)NCC2CCCO2)C1 (stereo not given)	4	4	-0.4	-2	-9	-0.9	7	-7	-2
NC(=O)[C@@H]1CCCNc2c(F)cc([N+](=O)[O-])cc2C(=O)N[C@@H](CO)C(=O)NCC(=O)N1	3	3	0.1	-2	1	2.1	4	-8	4
CC(=O)Nc1ccc(S(=O)(=O)Nc2cccc(-c3nc4ccccc4o3)c2)cc1	-14	4	1.1	-6	-11	1.0	-15	15	-7

Next section.
SMILES	MLLE-PAM2 inh	MT1-MMP act inh	TbMetRS inhib	MsrA act	SKN-1 block	MsrA inhibitor	NRP1-CendR mod	FAS TE block	E coli Lon inh
COc1ccc(C(=O)N2CCC(N3CCN(c4ccccc4)CC3)CC2)cc1	-10	-3	-1.2	-6	-1	4.5	4	-3	-3
COC(=O)CN1C(c2ccccc2O)Nc2ccc(Br)cc2C1c1ccccc1 (stereo not given)	-6	-2	0.0	-6	1	0.7	5	42	2
Cc1c(CC(=O)O)c(=O)oc2c(C)c3occ(-c4ccc(F)cc4)c3cc12	-8	2	0.1	1	12	1.3	-3	4	-5
CCOC(=O)c1c(C)[nH]c(C(=O)COC(=O)c2oc3ccc(OC)cc3c2C)c1C	-1	4	-0.6	-1	37*	-0.2	0	-4	-6
Cc1ccc(NC(=O)CCC(=O)N2CCC(c3ccccc3)=N2)cc1S(=O)(=O)N1CCCCC1	14	3	-0.6	-5	3	1.2	6	3	2
CCCCN(C1CCS(=O)(=O)C1)S(=O)(=O)c1ccc(OC)c(OC)c1 (stereo not given)	4	1	0.0	-1	9	1.4	0	-4	-7
C=C(C)C(=O)O[C@H]1C/C(C)=C\C(=O)/C=C(\C)[C@H](O)[C@@H]2OC(=O)C(=C)[C@@H]21	-9	-12	-0.3	-5	-3	0.1	-7	-11	12
CC(C)(O)C#Cc1ccc(C(=O)N2CCC(C(N)=O)(N3CCCCC3)CC2)o1	-1	-1	-0.3	-5	-7	0.3	9	-4	3
Cc1ccc(SCC(=O)NC(=O)NC(C)C)c(C)c1	-4	-2	-0.3	-6	3	0.0	4	-2	-1
Brc1ccc(C=Nc2ccc(Nc3ccccc3)cc2)s1	9	49*	-0.6	3	-1	x	-8	35	-11
CC1(C(=O)NS(=O)(=O)Cc2cccc(Cl)c2)CCN1C(=O)Cc1ccc(-c2ccccc2)cc1 (stereo not given)	3	x	-0.5	-9	-12	1.8	3	-7	-4
CS(=O)(=O)c1ccc(Cl)c(NC(=O)CCl)c1	-7	3	-0.8	-8	4	0.7	1	-3	-8
Cn1c(=O)c2c(nc(SCC(=O)OCc3ccccc3)n2C)n(C)c1=O	-13	-2	-0.7	-1	1	0.0	-2	-4	6
O=C(CN1C(=O)S/C(=C/c2ccccn2)C1=O)N1CCOCC1	-28	-2	0.0	-6	7	5.3*	9	-9	12
CN1C(=O)CC(C(=O)Nc2ccc(F)cc2)SC1=Nc1ccc2c(c1)OCO2 (stereo not given)	-4	0	3.0	1	4	0.6	3	3	-1
CCCCn1c(=O)n(CC(=O)Nc2c(CC)cccc2CC)c(=O)c2c1nc(CO)n2CCC	-5	-2	0.0	-2	3	-0.2	3	-4	-2
O=[N+]([O-])c1ccc(C=Nc2cccc3ccccc23)s1	8	-5	-0.4	8.1*	20	x	-9	22	7
OC(CN1c2ccccc2Sc2ccccc21)Cn1nnc2ccccc21 (stereo not given)	-4	-11	0.7	-3	14	0.1	-4	18	9
O=C(NC1CCCCC1)C(c1ccncc1)N(Cc1ccc2c(c1)OCO2)C(=O)C(F)(F)F (stereo not given)	9	4	-0.8	-15	-18	-1.2	-1	-9	-8
O=C(NCCCn1ccnc1)c1ccc(-c2ccccc2)cc1	7	2	0.7	-9	-7	-1.0	5	-8	-8
COc1ccc2c(c1)C=C(C(=O)NCc1ccc(Cl)cc1)CO2	-8	8	0.8	-3	7	-0.6	-4	26	12
NC(=O)CN1CCN(c2ccccc2F)CC1	-7	-1	-1.2	-9	-7	0.9	-1	-4	-1
Cc1ccc([N+](=O)[O-])cc1-c1ccc(/C=N/NC(=O)c2cc3c(ccc4ccccc43)o2)o1	1	3	-1.1	-6	3	0.0	-4	24	-8
COc1cccc(/C=N/NC(=O)Cn2nc(C)c([N+](=O)[O-])c2C)c1O	-9	0	-0.7	-3	15	0.4	10	-7	8
CC(C)(C)c1ccc(CC(=O)N2CCC2(C)C(=O)NS(=O)(=O)c2cccc(F)c2)cc1 (stereo not given)	9	-2	-0.1	-2	7	0.4	-10	-10	13
Cn1nc(C(=O)N2CCN(c3cccc(Cl)c3)CC2)c2c1-c1ccccc1S(=O)(=O)C2	3	-7	0.2	-2	5	-0.4	-5	22	-7
O=C1c2ccccc2CN2C(=O)c3ccccc3CN12	6	-2	-0.3	-4	-4	-0.6	12	-6	-1
O=C(CSc1n[nH]c(-c2ccccc2)n1)Nc1ccc(F)cc1F	-7	-1	-0.4	-2	22	-0.6	11	-12	4
COc1cccc(C(C(=O)NC(C)(C)C)N(C(=O)CCC(=O)Nc2cc(C)on2)C(C)(C)C)c1OC (stereo not given)	4	-1	-0.1	0	-30	0.2	0	-4	-2
COC(=O)CCSc1cc([N+](=O)[O-])cc2c1c(C1OCCO1)nn2-c1ccccc1	-4	5	0.0	-6	9	-0.9	-2	13	-3
COc1ccc(-n2nc(C(=O)NCC(=O)Nc3ccccn3)c3ccccc3c2=O)cc1	-3	-1	-0.3	-1	2	-1.5	7	-2	0
CC1(C)Cc2c(c(N3CCCC3)nc3sc4c(N5CCN(CCO)CC5)ncnc4c23)CO1	0	-2	-0.3	-6	4	2.1	-18	2	0
NC(=O)CSC1=N/C(=C\c2ccco2)C(=O)N1c1ccc(OC(F)F)cc1	-2	-1	-0.7	-10	-2	0.7	-27	-5	-6
CCOc1ccc(NC(=O)CN(C)C(=O)c2ccc(N3CCCC3)c([N+](=O)[O-])c2)cc1OCC	-15	4	-0.2	-6	10	0.1	-10	0	10
CN1CCN(S(=O)(=O)CC2(C)C3CCC2(C)C(=O)C3Br)CC1 (stereo not given)	-14	-3	-0.9	-5	3	-0.8	-12	-6	-3
COc1ccccc1OCC(=O)NC1CCCCCC1	-5	-3	-0.9	-10	1	-0.7	1	-4	0
Cc1ccc(C(=O)NCC(=O)N/N=C/c2cccs2)cc1C	-3	-2	-0.6	-2	2	0.1	10	-4	-2
Cc1cc(NC(=O)CSc2nc3ccccc3c(=O)n2C2CCCC2)no1	17	6	-0.3	-6	-3	0.1	-8	6	-3
CN(C)C=NC(=O)/C(C#N)=C/c1ccccc1	11	0	-0.2	-4	2	-0.1	-5	-10	-11
Fc1cccc(Cc2c(-c3ccc(Cl)cc3)nc3ccc(Br)cn23)c1	-5	-14	0.0	-1	13	0.7	-8	30	-7
CN(c1ccccc1C(=O)Nc1ccc2c(c1)n(C)c(=O)n2C)S(C)(=O)=O	1	3	-1.0	-3	14	-0.5	4	-6	-5
COc1cc2c(cc1OC)C(c1cccs1)NCC2 (stereo not given)	-1	-5	0.1	-5	5	0.4	17	-2	-1
COC(=O)c1cc(NC(=O)Cc2cc(OC)c(OC)c(OC)c2)cc(C(=O)OC)c1	11	-2	-0.8	-10	0	0.7	0	0	-12
O=C(OCc1ccccn1)C1CCN(C(=O)c2ccc(Cl)cc2)CC1	-8	3	-0.3	-2	-18	-1.7	-1	-3	-12
Cc1cc(-c2n[nH]c(=S)n2/N=C/c2ccco2)n[nH]1	-34	-2	-1.1	-1	-11	0.7	1	-3	5
O=C(Cn1ncc(N2CCOCC2)c(Cl)c1=O)c1ccc(Cl)cc1	8	0	-0.2	-2	-7	-0.2	9	-3	-6
Cc1ccc(C(=O)NNc2c3ccccc3nc3ccccc23)cc1	-43	37*	-0.7	-7	-4	-0.3	-11	2	1
CN(C)c1nc2ccccc2c(N)c1-c1ccccc1	1	-5	-0.6	-5	9	x	2	-6	-5
COc1ccc(/C=C(\C#N)C(=O)NCCc2ccccc2)cc1OCc1ccccc1	-7	-7	-0.6	-3	-5	-0.2	-14	29	-10
CCN(CC)S(=O)(=O)c1cccc(NC(=O)COC(=O)c2cc(C)oc2C)c1	-18	-5	-0.6	-6	1	0.7	-5	7	-14
